AMA1 RON2 block = disrupts binding of P. falciparum AMA1 to RON2 | AID 720542 | Potency, µM (titrated, usually from 58.2 µM), for inactives: at the top dose activity change, negative = inhibition, most hits filed as inhibitors | 0.2% of 360,000 active | AlphaScreen AMA1-biotinylated RON2 peptide binding;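 also: potency is read from the fitted curve at half-maximal effect; 0% = vehicle wells and -100% = peptide control; nearly all actives have a fitted effect of over 45% in size; some results filed as inactive show a strong effect at the top dose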
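AMA1 (3D7) with his tag at 25 nM final met compounds first, then biotinylated RON2 peptide at 25 nM; detection used donor plus acceptor beads, 10 µg/mL apiece, read by AlphaScreen after 30 min at room temperature.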
HCMV inh = human cytomegalovirus inhibition; HFF cells, HCMV-luciferase reporter, 72 h; hits give low values; AID 1259415; 4.5% of 410,000 active; activity change, negative = inhibition, % at 57.5 µM; in the data active = activity change below about -60%; inconclusive = no clear call, values can overlap the other calls; inactive = above about -39%
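Luciferase read-out from HCMV-luciferase-infected HFFs (MOI 1 PFU/cell) 72 h post infection at 37C; compounds added after 16 h cell attachment; activity normalized between buffer-only basal and Salinomycin (10uM) inhibitor controls.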
AmpC detergent = AmpC beta-lactamase inhibition with detergent present; P00811; AmpC hydrolysis of nitrocefin, absorbance 480 nm, 0.01% Triton; Potency, µM (top dose mostly 114 µM), without a hit: top-dose activity change, negative = inhibition, usual class: inhibitors; 0.041% of 370,000 active; AID 485294;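 also: potency is read from the fitted curve at half-maximal effect; 0% = no-compound wells and -100% = no-enzyme wells; nearly all actives have a fitted effect of over 25% in size; some results filed as inactive show a strong effect at the top dose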
Target sequence (P00811 whole entry, looked up): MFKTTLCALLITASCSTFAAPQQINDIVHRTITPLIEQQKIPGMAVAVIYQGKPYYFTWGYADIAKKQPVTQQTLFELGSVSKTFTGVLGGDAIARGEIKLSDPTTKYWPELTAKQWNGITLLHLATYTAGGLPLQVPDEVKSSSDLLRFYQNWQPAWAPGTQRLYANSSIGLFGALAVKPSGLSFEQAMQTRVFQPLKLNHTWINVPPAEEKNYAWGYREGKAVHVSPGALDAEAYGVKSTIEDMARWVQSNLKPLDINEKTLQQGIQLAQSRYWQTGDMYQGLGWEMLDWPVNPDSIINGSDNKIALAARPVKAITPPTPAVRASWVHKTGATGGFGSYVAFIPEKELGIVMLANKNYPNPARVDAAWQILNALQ
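AmpC (5.3 nM in the dispensed reagent) in 20 mM phosphate pH 7.0 with 0.01% (detergent screen) or 0.0001% Triton X-100 was preincubated with compounds for 15 min at room temperature. Nitrocefin was then added from an 800 uM solution, and hydrolysis was followed at 480 nm.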
TbPYK inhibitor = blocks Trypanosoma brucei pyruvate kinase; AID 624173; TbPYK enzyme, Kinase-Glo Plus ATP luminescence, 45 min; 0.12% of 410,000 active; Potency, µM (highest dose often 76.8 µM), for the others: at the highest dose activity, negative = inhibition, actives largely listed as inhibitors; also: potency is read from the fitted curve at half-maximal effect; nearly all actives have a fitted effect of over 50% in size
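Activity of T. brucei pyruvate kinase was followed by Kinase-Glo Plus luminescence after the enzyme reacted 45 min at room temperature with 130 uM ADP (final) and substrate. Test compounds were added before ADP at multiple concentrations.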
Sm TGR inh = inhibitors of Schistosoma mansoni thioredoxin glutathione reductase; Q962Y6; AID 485364; 3% of 360,000 active; Potency, µM (top dose mostly 114 µM), for inactives: at the top dose activity change, negative = inhibition, most hits filed as inhibitors; purified TGR, DTNB reduction, TNB absorbance 405 nm; also: potency is read from the fitted curve at half-maximal effect; nearly all actives have a fitted effect of over 60% in size
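First, TGR (20 nM dispensed) and NADPH were mixed with compound. Second, a 15 min room-temperature incubation followed. Third, further NADPH and then DTNB were added to start the reaction. Finally, TNB absorbance was monitored kinetically.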
LmPK inhibitor = inhibitors of Leishmania mexicana pyruvate kinase; purified LmPK, Kinase-Glo ATP luminescence, 1 h; Potency, µM (doses to about 57.5 µM), for the others: top-dose activity change, negative = inhibition, actives largely listed as inhibitors; 0.37% of 290,000 active; also: potency is read from the fitted curve at half-maximal effect
Target sequence (Q27686 whole entry, looked up): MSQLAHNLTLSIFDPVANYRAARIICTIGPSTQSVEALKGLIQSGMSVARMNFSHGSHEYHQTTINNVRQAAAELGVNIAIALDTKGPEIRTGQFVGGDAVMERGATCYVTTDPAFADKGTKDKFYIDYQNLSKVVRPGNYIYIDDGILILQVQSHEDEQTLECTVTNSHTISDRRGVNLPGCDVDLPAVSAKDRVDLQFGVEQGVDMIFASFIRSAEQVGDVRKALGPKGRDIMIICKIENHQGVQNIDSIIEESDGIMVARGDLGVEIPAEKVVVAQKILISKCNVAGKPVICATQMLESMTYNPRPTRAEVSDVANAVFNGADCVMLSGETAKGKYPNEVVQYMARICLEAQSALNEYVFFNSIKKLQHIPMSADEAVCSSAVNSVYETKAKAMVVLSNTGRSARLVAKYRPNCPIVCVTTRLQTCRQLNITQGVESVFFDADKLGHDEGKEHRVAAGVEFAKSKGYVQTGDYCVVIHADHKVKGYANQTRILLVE
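Kinase-Glo luminescence read after 1 h RT reaction of 0.1 nM LmPK with 0.5 mM PEP and 0.1 mM ADP. Activity scaled between uninhibited and enzyme-free controls.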
AmpC inh no detg = inhibitors of E. coli AmpC beta-lactamase without detergent | P00811 | AmpC nitrocefin hydrolysis, absorbance 480 nm, 0.0001% Triton | Potency, µM (titrated, usually from 57.1 µM), without a hit: at the highest dose activity change, negative = inhibition, most hits filed as inhibitors | 0.52% of 330,000 active;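 also: potency is read from the fitted curve at half-maximal effect; plate controls were no compound for no effect and no enzyme for full effect; nearly all actives have a fitted effect of over 20% in size; some results filed as inactive show a strong effect at the top dose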
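20 mM phosphate pH 7.0 + 0.01% (detergent screen) or 0.0001% Triton X-100; 5.3 nM AmpC reagent; cpd preinc 15 min RT; nitrocefin (800 uM stock) to start; A480 q20 s × 4 min; Activity was normalised to no-enzyme and no-compound control wells.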
* = called active by the depositor; [ ] = dose if it differs, or a comment. Unless noted, calls follow the shape of the dose curve; as a rule, active = well fitted curve in the direction sought with a large enough effect; inconclusive = small, poorly fitted or top-dose-only effect, or another doubt; inactive = no such curve, though single readings can be large; an effect the other way counts as inactive or inconclusive. Unless noted, % is scaled to controls: 0 for no effect and ±100 for the full control effect. Random draw from the library; overall some 7.4% were active at least once.

Screening CCOc1ccc(N=Cc2c(C)[nH]n(-c3nc4ccccc4[nH]3)c2=O)cc1 returned AMA1 RON2 block 56%[activator], HCMV inh 8, AmpC detergent -2%, TbPYK inhibitor inconclusive, Sm TGR inh -2%, LmPK inhibitor 22µM* and AmpC inh no detg -16%.
CC(=O)Nc1ccc(CNc2nc(NC(C)C)nc3cc(-c4ccccc4)sc23)cc1 was read as AMA1 RON2 block inconclusive, HCMV inh -98* and TbPYK inhibitor 2%.
For O=C(CSc1nnc(NC(=O)C2CCC2)s1)Nc1ccccc1Br the results were AMA1 RON2 block 6%, HCMV inh 36, AmpC detergent 8%, TbPYK inhibitor -2%, Sm TGR inh 4%, LmPK inhibitor -8% and AmpC inh no detg -1%.
CCOC(=O)c1c[nH]c2c(Cl)c(Cl)ccc2c1=O was read as AMA1 RON2 block 1%, HCMV inh 17, AmpC detergent -4%, TbPYK inhibitor -2%, Sm TGR inh -3%, LmPK inhibitor 3% and AmpC inh no detg 17%.
Screening CN(C)CCN(C)c1cc2c(c3c1ccn3C)C1CCC2O1 (stereo unspecified) returned AMA1 RON2 block -3%, HCMV inh 0 and TbPYK inhibitor 1%.
Screening COc1cc(-c2nnc(SC(C)C(=O)Nc3c(C)n(C)n(-c4ccccc4)c3=O)o2)cc(OC)c1OC (stereo unspecified) returned AMA1 RON2 block 2%, HCMV inh -9, AmpC detergent 3%, TbPYK inhibitor 1%, Sm TGR inh -23%, LmPK inhibitor 8% and AmpC inh no detg -24%.
`CC(C)NS(=O)(=O)c1ccc(NC(=O)C(C)OC(=O)CCCOc2ccccc2)cc1` (stereo unspecified) gave AMA1 RON2 block -6%, HCMV inh -2, AmpC detergent inconclusive, TbPYK inhibitor 2%, Sm TGR inh -1% and AmpC inh no detg -28%.
Screening COc1ccc(CCN2C(=O)c3ccccc3C2c2nnnn2-c2ccc3c(c2)OCCO3)cc1OC (stereo unspecified) returned AMA1 RON2 block 0%, HCMV inh 17 and TbPYK inhibitor -4%.
`COc1ccc(N/C(N)=N/c2nc(C)cc(C)n2)c(OC)c1` gave AMA1 RON2 block 2%, HCMV inh -67*, AmpC detergent 4%, TbPYK inhibitor 1%, LmPK inhibitor 0% and AmpC inh no detg -22%.
Nn1c(SCC(=O)NC2CCCCCC2)nnc1-c1ccco1 was read as AMA1 RON2 block 0%, HCMV inh -20 and TbPYK inhibitor 8%.
O=C(CCCn1c(=O)[nH]c2cc(Cl)ccc2c1=O)NC1CCCCCCC1 was read as AMA1 RON2 block -3%, HCMV inh -5, AmpC detergent -7%, TbPYK inhibitor 5%, Sm TGR inh 11%, LmPK inhibitor 6% and AmpC inh no detg -11%.
`CCN(CC)CCNc1nc(-c2cccs2)c(CC(=O)O)s1` gave AMA1 RON2 block -3%, HCMV inh -87*, AmpC detergent -5%, TbPYK inhibitor -8%, Sm TGR inh -13%, LmPK inhibitor -11% and AmpC inh no detg -15%.
`COc1cccc(-n2c(C)nn(CCOc3ccccc3)c2=O)c1` gave AMA1 RON2 block -3%, HCMV inh 1, AmpC detergent inconclusive, TbPYK inhibitor 2%, Sm TGR inh 7%, LmPK inhibitor -2% and AmpC inh no detg -4%[2.29 µM].
O=C(CCN1CCN(c2ccccc2F)CC1)Nc1ccc(F)cc1 was read as AMA1 RON2 block -3%, HCMV inh 29, AmpC detergent -15%, TbPYK inhibitor 9%, Sm TGR inh inconclusive, LmPK inhibitor 15% and AmpC inh no detg -6%.
`CSCCC(NC(=O)c1ccccc1)C(=O)N1CCCCCCC1` (stereo unspecified) gave AMA1 RON2 block -11%, HCMV inh -14, AmpC detergent -1%, TbPYK inhibitor -5%, Sm TGR inh 0% and AmpC inh no detg -16%.
CCOc1ccc(S(=O)(=O)N(CC)CC(=O)NC2CCS(=O)(=O)C2)cc1 (stereo unspecified) was read as AMA1 RON2 block -3%, HCMV inh -3, AmpC detergent -4%, TbPYK inhibitor 0%, Sm TGR inh 5% and AmpC inh no detg -8%.
CCn1c(-c2ccc[nH]c2=O)nc2ccccc21 was read as AMA1 RON2 block 9%, HCMV inh -9, AmpC detergent -1%, TbPYK inhibitor -5%, Sm TGR inh -14%, LmPK inhibitor -2% and AmpC inh no detg -17%.
`CC(C)C[C@H](NC(=O)OC(C)(C)C)C(=O)N1CCC(C(=O)N[C@@H](Cc2ccccc2)C(=O)O)CC1` gave AMA1 RON2 block -5%, HCMV inh 17, AmpC detergent 2%, TbPYK inhibitor 3%, Sm TGR inh -5%, LmPK inhibitor 8% and AmpC inh no detg -7%.
Screening O=C(Nc1ccccc1[N+](=O)[O-])c1nc[nH]c1C(=O)NCCO returned AMA1 RON2 block 42%[activator], HCMV inh 21, AmpC detergent 2%, TbPYK inhibitor 10%, Sm TGR inh 11%, LmPK inhibitor 0% and AmpC inh no detg -21%.
For O=[N+]([O-])c1ccc(Cl)c(C[n+]2cccc3ccccc32)c1 the results were AMA1 RON2 block -1%, HCMV inh 1, AmpC detergent -12%, TbPYK inhibitor 2%, Sm TGR inh -26%, LmPK inhibitor 8% and AmpC inh no detg -8%.
Screening O=C(Nc1ccn(CCCNCc2ccc3[nH]ccc3c2)c(=O)n1)OCc1ccccc1 returned AMA1 RON2 block -12%, HCMV inh -13 and TbPYK inhibitor -5%.
Cc1ccnc(NS(=O)(=O)c2ccc(NC(=O)CN3C(=O)c4ccccc4S3(=O)=O)cc2)n1 was read as AMA1 RON2 block 2%, HCMV inh 12, AmpC detergent -16%, TbPYK inhibitor 5%, Sm TGR inh 5% and AmpC inh no detg -22%.
Screening CCCCOc1ccc(CNC(=O)NS(=O)(=O)c2ccc(OCC)cc2)cc1 returned AMA1 RON2 block 3%, HCMV inh 16, AmpC detergent inconclusive, TbPYK inhibitor 9%, Sm TGR inh -3%, LmPK inhibitor 4% and AmpC inh no detg -33%.
For CCN1CCN(c2cc(C)c3cc(NC(=S)N4CCC5(CC4)OCCO5)ccc3n2)CC1 the results were AMA1 RON2 block 12%, HCMV inh 5, AmpC detergent 5%, TbPYK inhibitor -15%, Sm TGR inh -2%, LmPK inhibitor -3% and AmpC inh no detg 9%.
O=C(CC(=O)NCc1cccnc1)NCc1cccnc1 was read as AMA1 RON2 block 1%, HCMV inh 29, AmpC detergent -3%, TbPYK inhibitor -6%, Sm TGR inh -2%, LmPK inhibitor 1% and AmpC inh no detg -14%.
Screening Cc1nn(C)c2c1c(C(F)(F)F)cc(=O)n2C(C)C(=O)NCCC(C)C (stereo unspecified) returned HCMV inh -18, AmpC detergent 26%, TbPYK inhibitor 1% and Sm TGR inh -3%.
For O=C(NCC1CCCO1)c1cc2c(s1)CCCC2 (stereo unspecified) the results were AMA1 RON2 block -1%, HCMV inh 11, AmpC detergent 6%, TbPYK inhibitor -6%, Sm TGR inh -3% and AmpC inh no detg -17%.
For COc1cc(/C=C2/C(=O)N(c3ccc(Br)cc3)N=C2C)cc([N+](=O)[O-])c1O the results were AmpC detergent inconclusive, Sm TGR inh 4%, LmPK inhibitor 2% and AmpC inh no detg -20%.
For Cc1nc2ccc(NC(=O)c3ccc(Cl)c(S(=O)(=O)N(C)c4ccccc4)c3)cc2s1 the results were AMA1 RON2 block 3%, HCMV inh -101*, AmpC detergent inconclusive, TbPYK inhibitor 3%, Sm TGR inh 3%, LmPK inhibitor -1% and AmpC inh no detg -27%.
`COc1ccc(Cl)cc1C(=O)Nc1ccc(NC(C)=O)cc1` gave AMA1 RON2 block 0%, AmpC detergent 8%, TbPYK inhibitor -5%, Sm TGR inh 3%, LmPK inhibitor 3% and AmpC inh no detg -19%.
Cc1ccc(S(=O)(=O)N2CCOCC2)cc1NC(=O)COC(=O)Cc1ccc(Cl)cc1 was read as AMA1 RON2 block 3%[11.6 µM], HCMV inh 5, TbPYK inhibitor 4% and AmpC inh no detg 58%.
Screening Cc1cccc(NC(=O)CCCN2C(=O)C(c3ccccc3)Oc3cccnc32)c1C (stereo unspecified) returned AMA1 RON2 block 28%, HCMV inh -23, AmpC detergent 0%, TbPYK inhibitor 2%, Sm TGR inh 4%, LmPK inhibitor 7% and AmpC inh no detg -4%.
For COc1ccc(CNC(=O)c2ccc3c(c2)N(C)C(=O)CS3=O)cc1 (stereo unspecified) the results were AMA1 RON2 block 2%, HCMV inh 24, AmpC detergent inconclusive, TbPYK inhibitor -26%, Sm TGR inh 9%, LmPK inhibitor 17% and AmpC inh no detg inconclusive.
COc1ccc(COC(=O)C2=C(C)NC(=O)NC2c2cc(Br)c(O)c(OC)c2)cc1 (stereo unspecified) was read as AMA1 RON2 block -3%, HCMV inh 29, AmpC detergent 8%, TbPYK inhibitor 2%, Sm TGR inh 14%, LmPK inhibitor 2% and AmpC inh no detg 10%.
Cc1ccc(NC(=O)CSCC(=O)Nc2cc(Cl)ccc2N2CCOCC2)cc1 was read as AMA1 RON2 block 18%, HCMV inh -20, AmpC detergent -22%, TbPYK inhibitor -6%, Sm TGR inh 1% and AmpC inh no detg 68%[activator].
`O=C(Cn1nc(-c2ccccc2F)ccc1=O)NCc1ccc2c(c1)OCO2` gave AMA1 RON2 block -8%, HCMV inh 2, AmpC detergent -11%, TbPYK inhibitor 2%, Sm TGR inh 4%, LmPK inhibitor 0% and AmpC inh no detg -16%.

Random excerpt: 4 records from the list.
`O=C(Cn1nc(-c2ccccc2F)ccc1=O)NCc1ccc2c(c1)OCO2` gave AMA1 RON2 block -8%, HCMV inh 2, AmpC detergent -11%, TbPYK inhibitor 2%, Sm TGR inh 4%, LmPK inhibitor 0% and AmpC inh no detg -16%.
For COc1ccc(CNC(=O)c2ccc3c(c2)N(C)C(=O)CS3=O)cc1 (stereo unspecified) the results were AMA1 RON2 block 2%, HCMV inh 24, AmpC detergent inconclusive, TbPYK inhibitor -26%, Sm TGR inh 9%, LmPK inhibitor 17% and AmpC inh no detg inconclusive.
Screening Cc1cccc(NC(=O)CCCN2C(=O)C(c3ccccc3)Oc3cccnc32)c1C (stereo unspecified) returned AMA1 RON2 block 28%, HCMV inh -23, AmpC detergent 0%, TbPYK inhibitor 2%, Sm TGR inh 4%, LmPK inhibitor 7% and AmpC inh no detg -4%.
Cc1ccc(NC(=O)CSCC(=O)Nc2cc(Cl)ccc2N2CCOCC2)cc1 was read as AMA1 RON2 block 18%, HCMV inh -20, AmpC detergent -22%, TbPYK inhibitor -6%, Sm TGR inh 1% and AmpC inh no detg 68%[activator].

Screens (PubChem)
